ATXN viability: reduces viability in counter-screen for ATXN expression inhibitors. S2 cells (HEK-293 line with an ATXN2-luciferase reporter) viability, CellTiter-Fluor protease fluorescence, 24 h. Potency, µM (titrated, usually from 56.7 µM), most hits filed as cytotoxic. 400,000 tested, 0.49% active. AID 651635; further: potency means the concentration at half of the fitted maximal effect; nearly all actives have a fitted effect of over 40% in size
IL2 activator: activates IL-2 in a cell-based reporter assay | IL-2 activation reporter assay, cell-based qHTS; stimulated with anti-CD3/CD4/CD28 beads; in transgenic mouse T cells | activation, % (series mostly up to about 46 µM) | 360,000 tested, 0.065% active; in the data active means activation above about 50%; inconclusive means mostly about 30% to 49%; further: 0% is about no effect
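Screening format: compound pinned onto unstimulated transgenic mouse T cells, 60 min incubation, then anti-CD3/anti-CD4/anti-CD28 bead stimulation for 18 hours at 37 degrees C, followed by EGFP and DsRed detection.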
TGFb SMAD3 inh: TGF-b pathway inhibition; 410,000 tested, 1.2% active; AID 588855; Potency, µM (titrated, usually from 46.1 µM), for inactives: at the highest dose activity, negative = inhibition, actives largely listed as inhibitors; HepG2 CAGA-GFP TGF-b/SMAD3 reporter, GFP fluorescence, 18 h; TGF-beta stimulated, 500 pg/mL final; further: potency means the concentration at half of the fitted maximal effect; on the % scale 0 is the no-effect control and ±100 the full control effect; nearly all actives have a fitted effect of over 65% in size
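Cell-based qHTS in HEPG2 carrying a CAGA-GFP Smad reporter; compounds added before 500 pg/mL final TGF-beta, 18 h incubation at 37 degrees C, GFP fluorescence quantified per cell by imaging cytometry.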
HepG2 viability: kills HepG2 cells in TGF-b inhibitor counter-screen; HepG2 CAGA-GFP viability, ATP luminescence, 18 h; Potency, µM (titrated, usually from 46.1 µM), for the others: at the top dose activity change, negative = cytotoxicity, hits mostly cytotoxic; 410,000 tested, 0.76% active; AID 588856; further: potency means the concentration at half of the fitted maximal effect; some results filed as inactive show a strong effect at the top dose
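HepG2 CAGA-GFP cells (1000/well, DMEM with 1% FBS) received compound, then TGF-beta at 500 pg/mL final, and were incubated 18 hours at 37 degrees C. Viability was read by CellTiter-Glo luminescence. Media-only wells were set as complete cell-killing and DMSO as no toxicity.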
A549 tox: A549 cytotoxicity, counter-screen for Nrf2 inhibitors. A549 ARE-Fluc cells, CellTiter-Fluor viability, 18-24 h. Potency, µM (titrated, usually from 46 µM), inactives show top-dose activity change, negative = cytotoxicity, usual class: inhibitors. 390,000 tested, 0.16% active; further: potency means the concentration at half of the fitted maximal effect; on the % scale 0 is the no-effect control and ±100 the full control effect
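Cytotoxicity counterscreen: CellTiter-Fluor fluorescence was measured in A549 ARE_Fluc cells after 18-24 h of compound exposure in a concentration series. The subsequent BugLite luminescent read reports ARE-luciferase activity.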
Nrf2 block: blocks Nrf2 signaling; A549 ARE-Fluc reporter, luciferase luminescence, 18-24 h; Potency, µM (series often up to 46 µM), for the others: at the highest dose activity change, negative = inhibition, usual class: inhibitors; 360,000 tested, 2.1% active; AID 504444; further: potency means the concentration at half of the fitted maximal effect; on the % scale 0 is the no-effect control and ±100 the full control effect; nearly all actives have a fitted effect of over 60% in size
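Nrf2 function is reported as luminescence of an ARE-controlled luciferase in A549 cells. Compounds were tested at several concentrations, and a CellTiter-Fluor read on the same wells flagged cytotoxicity.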
EPAC2 agonist: agonists of human EPAC2 (RAPGEF4); Q8WZA2; EPAC2 activation, biochemical qHTS; response scale: 100% = 6.5 mM cAMP response; Potency, µM (series often up to 154 µM), without a hit: at the highest dose activation, hits mostly activators; 360,000 tested, 0.079% active; AID 720711; further: potency means the concentration at half of the fitted maximal effect; nearly all actives have a fitted effect of over 50% in size
Target sequence (Q8WZA2 whole entry, looked up): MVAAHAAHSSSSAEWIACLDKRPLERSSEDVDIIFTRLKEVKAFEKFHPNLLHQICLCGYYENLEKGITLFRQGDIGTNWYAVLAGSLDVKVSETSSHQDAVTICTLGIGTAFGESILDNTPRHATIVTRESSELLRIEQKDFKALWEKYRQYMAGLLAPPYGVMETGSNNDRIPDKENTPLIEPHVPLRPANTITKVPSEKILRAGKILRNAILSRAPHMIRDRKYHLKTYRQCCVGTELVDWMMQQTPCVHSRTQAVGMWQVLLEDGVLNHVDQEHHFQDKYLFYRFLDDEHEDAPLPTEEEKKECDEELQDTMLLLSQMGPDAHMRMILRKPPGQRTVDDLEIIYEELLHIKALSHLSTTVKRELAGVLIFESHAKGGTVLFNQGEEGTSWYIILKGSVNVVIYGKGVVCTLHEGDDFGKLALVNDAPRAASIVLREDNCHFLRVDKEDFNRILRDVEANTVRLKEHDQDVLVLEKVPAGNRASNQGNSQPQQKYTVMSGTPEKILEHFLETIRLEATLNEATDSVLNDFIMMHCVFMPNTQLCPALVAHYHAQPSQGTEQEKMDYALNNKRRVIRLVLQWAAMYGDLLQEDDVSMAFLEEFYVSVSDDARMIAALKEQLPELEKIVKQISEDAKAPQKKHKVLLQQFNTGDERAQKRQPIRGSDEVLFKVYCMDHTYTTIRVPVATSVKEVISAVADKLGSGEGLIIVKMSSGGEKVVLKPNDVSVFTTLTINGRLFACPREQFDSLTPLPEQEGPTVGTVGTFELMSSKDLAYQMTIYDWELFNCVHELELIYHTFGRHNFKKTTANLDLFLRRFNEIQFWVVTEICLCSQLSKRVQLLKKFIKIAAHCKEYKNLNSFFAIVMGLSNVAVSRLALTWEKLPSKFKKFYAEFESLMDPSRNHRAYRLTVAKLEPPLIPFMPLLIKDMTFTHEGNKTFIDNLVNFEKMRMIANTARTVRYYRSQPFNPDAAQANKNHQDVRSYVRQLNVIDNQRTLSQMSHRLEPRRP
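Each well held 100 nM EPAC2, 250 nM RAP1B-BODIPY-GDP and 50 uM GDP. Fluorescence, read at 5-min intervals to 30 min, was referenced to a 6.5 mM cAMP positive control.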
ATXN2 expr inh: reduces ATXN2 reporter expression in HEK-293 cells | HEK-293 ATXN2-luciferase reporter, luminescence, 24 h | Potency, µM (titrated, usually from 57 µM), for inactives: at the highest dose activity change, negative = inhibition, actives largely listed as inhibitors | 360,000 tested, 0.72% active | AID 1745845; further: potency means the concentration at half of the fitted maximal effect; on the % scale 0 is the no-effect control and ±100 the full control effect; nearly all actives have a fitted effect of over 55% in size
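qHTS (up to 57 uM final) was run with 24 h compound exposure of reporter cells at 37 °C. Each well was multiplexed: SteadyGlo luminescence measured ATXN2-luciferase expression after a fluorogenic Gly-Phe-AFC viability readout (25 uM final).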
Nrf2 activator: Nrf2 pathway activation; Potency, µM (series often up to 46.1 µM), for the others: at the top dose activation, most hits filed as activators; 410,000 tested, 0.31% active; AREc32 ARE-luciferase reporter (MCF7-derived line), luminescence, 24 h; further: potency means the concentration at half of the fitted maximal effect; % of control where 0% means no effect; nearly all actives have a fitted effect of over 65% in size
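AREc32 cells carrying an ARE-driven firefly luciferase, 1000 cells/well in OPTI-MEM with 5% FBS, dosed after overnight attachment and incubated 24 hr at 37 deg C. Steady-Glo luminescence read after 30 min at RT.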
Active calls of the source: *; i = inactive; ? = inconclusive; . = not tested or not shown; [ ] = remark or other dose. Unless noted, the call rests on the fitted dose curve; in most records, active means well fitted curve in the direction sought with a large enough effect; inconclusive means small, poorly fitted or top-dose-only effect, or another doubt; inactive means no such curve, though single readings can be large; an effect the other way counts as inactive or inconclusive.

SMILES	ATXN viability	IL2 activator	TGFb SMAD3 inh	HepG2 viability	A549 tox	Nrf2 block	EPAC2 agonist	ATXN2 expr inh	Nrf2 activator
O=C(OCc1nnc(-c2ccccc2)o1)c1ccco1	i	-0.5	1%	-5%	-8%	8%	0%	-11%	2.2%
Cc1ccc(S(=O)(=O)Oc2ccc(/C=C(/NC(=O)c3ccccc3)C(=O)NCCC(=O)O)cc2)cc1	i	0.9	8%	-4%	0%	0%	0%	-27%	-0.7%
CCn1c(CNc2ccc(F)cc2)nnc1SCC(=O)Nc1ccc(OC)cc1	i	-3.5	-7%	-6%	1%	-9%	-12%	0%	0.0%
CN1C(=O)c2ccccc2Sc2ccc(NC(=O)N3CCN(c4cccc(Cl)c4)CC3)cc21	.	.	?	-28%	-11%	?	.	.	-1.2%
COc1ccc(C(=O)NNS(=O)(=O)c2ccccc2)cc1	?	1.0	2%	8%	1%	6%	9%	16%	1.7%
CCN1C(=O)[C@@H]2[C@@H](c3ccc(-c4ccc5c(c4)OCO5)cc3)N3CCCC[C@@]3(C(=O)OC)[C@@H]2C1=O	i	-0.1	2%	-24%	-7%	?	1%	-15%	0.6%
CCOC(=O)c1ccc(NS(=O)(=O)c2cn(C)cn2)cc1	i	-0.5	-6%	3%	-8%	-11%	2%	.	0.5%
C[C@]12CC[C@@H]3c4ccc(O)cc4CC[C@H]3[C@@H]1C[C@@H](O)[C@@H]2O[C@@H]1O[C@H](C(=O)O)[C@@H](O)[C@H](O)[C@H]1O	i	0.8	-5%	-34%	0%	0%	6%	6%	0.5%
Cc1ccc2c(c1)/C(=C/c1ccccc1F)C(=O)N2	?	-0.8	-13%	-58%	0%	?	-3%	.	?
Cc1c(O)cc2c(c1O)C(=O)CC(c1ccccc1)O2 (stereo not given)	i	4.9	?	-48%	0%	-34%	-2%	-6%	8.2%
O=C(Cn1ncc2c3ccccc3n(Cc3ccccc3F)c2c1=O)NCCc1ccc(Cl)cc1	i	.	0%	0%	16%	20%	.	10%	3.5%
CCC(C)NC(=O)Cn1c(=O)n(-c2cc(OC)cc(OC)c2)c(=O)c2ccccc21 (stereo not given)	i	.	12%	1%	-2%	4%[9.27 µM]	.	12%	-0.9%
COCCNC(=O)COc1coc(CN2CCN(Cc3ccccc3)CC2)cc1=O	i	-2.5	11%	-7%	0%	6%	4%	13%	0.0%
COc1ccc(C(O)c2nc(-c3cccc(NC(C)=O)c3)cs2)cc1 (stereo not given)	i	0.5	1%	-19%	.	.	12%	15%	-0.1%
COc1ccc(Cl)cc1NC(=O)CN(C)CC(=O)N1CC(=O)Nc2ccccc21	i	1.2	-2%	5%	0%	-11%	2%	-4%	5.5%
C[C@]12C(=O)N(c3ccc(F)cc3)C(=O)N1[C@@H]1c3ccccc3OC[C@@H]1[C@H]2c1ccccc1	i	1.4	1%	-2%	-12%	-3%	15%	4%	0.4%
Cc1cc(F)ccc1-c1cc(C(=O)NCc2cccs2)[nH]n1	?	2.4	-10%	-23%	.	.	15%	39%[activator]	3.7%
O=C(CCc1ccccc1)Nc1cc(S(=O)(=O)N2CCOCC2)ccc1N1CCCC1	i	-0.4	1%	-18%	-1%	5%	-3%	-2%	0.8%
COc1ccc2ccccc2c1C1CC(=O)N2CN(C3CCCCC3)CSC2=C1C#N (stereo not given)	i	-1.5	7%	20%	-3%	-17%	8%	-6%	0.4%
Cc1nc(Cl)c(C(=O)Nc2cccc(F)c2)c(C)c1Cl	i	-3.6	4%	-3%	0%	4%	6%	-11%	-0.4%
COc1ccc(C2=NN(C(=O)CCC(=O)O)C(c3cccs3)C2)cc1 (stereo not given)	i	-0.9	34%[activator]	1%	1%	4%	4%	9%	0.7%
COc1cc(CC(=O)NCc2cccs2)cc(OC)c1OC	?	-0.2	?	7%	20%	.	4%	-18%	-0.5%
CC(=O)c1cccc(NC(=O)Nc2c(C)n(C)n(-c3ccccc3)c2=O)c1	i	.	24%	2%	-5%	12%	.	7%	2.6%
CNC(=S)Nc1cc(Cl)ccc1Oc1ccccc1	i	-0.3	12%	4%	6%	14%	5%	-18%	1.6%
O=C(CN1CCCC1)Nc1nc(-c2ccc3c(c2)CCN3C(=O)c2ccccc2F)cs1	i	-3.2	-1%	-1%	9%	-10%	16%	-29%	7.0%
CC(NS(=O)(=O)c1ccccc1)C1COc2ccccc2O1 (stereo not given)	i	3.4	3%	0%	0%	-2%	-10%	-7%	0.3%
Cc1ccc(C(C(=O)NC2CCCC2)N(Cc2ccco2)C(=O)CCC(=O)Nc2ccccn2)cc1 (stereo not given)	i	-0.2	24%	-24%	-12%	-1%	4%	-7%	0.1%
CC(C)(C)c1ccccc1NC(=O)CN1C(=O)NC2(CCCCCC2)C1=O	i	-4.2	3%	-2%	-6%	-15%	-16%	-6%	-0.3%
Cc1c(NS(=O)(=O)c2ccc([N+](=O)[O-])cc2)c(=O)n(-c2ccccc2)n1C	i	-0.5	?	10%	1%	22%	-1%	1%	-0.1%
CCOc1ccccc1NC(=O)COC(=O)Cc1ccc(-c2ccccc2)cc1	i	-3.8	1%	4%	0%	0%	-1%	.	0.8%

Part of the list above, with values under each structure:
Fields: ATXN viability | IL2 activator | TGFb SMAD3 inh | HepG2 viability | A549 tox | Nrf2 block | EPAC2 agonist | ATXN2 expr inh | Nrf2 activator
- CC(NS(=O)(=O)c1ccccc1)C1COc2ccccc2O1 (stereo not given)
→ i | 3.4 | 3% | 0% | 0% | -2% | -10% | -7% | 0.3%
- Cc1ccc(C(C(=O)NC2CCCC2)N(Cc2ccco2)C(=O)CCC(=O)Nc2ccccn2)cc1 (stereo not given)
→ i | -0.2 | 24% | -24% | -12% | -1% | 4% | -7% | 0.1%
- CC(C)(C)c1ccccc1NC(=O)CN1C(=O)NC2(CCCCCC2)C1=O
→ i | -4.2 | 3% | -2% | -6% | -15% | -16% | -6% | -0.3%
- Cc1c(NS(=O)(=O)c2ccc([N+](=O)[O-])cc2)c(=O)n(-c2ccccc2)n1C
→ i | -0.5 | ? | 10% | 1% | 22% | -1% | 1% | -0.1%
- CCOc1ccccc1NC(=O)COC(=O)Cc1ccc(-c2ccccc2)cc1
→ i | -3.8 | 1% | 4% | 0% | 0% | -1% | . | 0.8%

(next part)
SMILES	ATXN viability	IL2 activator	TGFb SMAD3 inh	HepG2 viability	A549 tox	Nrf2 block	EPAC2 agonist	ATXN2 expr inh	Nrf2 activator
O=C(NOC(=O)c1ccccc1)c1ccccc1	?	-1.8	-7%	-21%	-5%	-13%	7%	-17%	0.0%
Cc1cc(N2C(=O)C(O)=C(C(=O)c3ccc(C)o3)C2c2ccc([N+](=O)[O-])cc2)no1 (stereo not given)	i	-0.7	2%	2%	0%	1%	-2%	.	0.4%
CC1=NC(=O)C(N=Nc2ccccc2)N1c1ccccc1 (stereo not given)	?	0.8	-27%	-24%	-18%	?	-2%	15%	12%
CC1CCc2c(sc(NC(=O)c3ccc(Cl)cc3Cl)c2C#N)C1 (stereo not given)	i	.	-6%	7%	-5%	5%	.	12%	0.4%
CC1=NN(c2nc(-c3ccc(C#N)cc3)cs2)C(=O)C1	i	-0.3	-9%	-17%	-3%	-12%	3%	14%	0.1%
O=C(NCC1CCCCC1)c1cc(Br)ccc1Cl	i	-2.2	-20%	-25%	6%	1%	-9%	21%	0.9%
O=C(NC(=S)Nc1ccc(N2CCOCC2)c(Cl)c1)c1sc2ccccc2c1Cl	i	0.5	-2%	4%	3%	13%	-2%	-16%	-0.7%
CC(C)c1onc(C(=O)N2CCN(C(c3ccccc3)c3ccccc3)CC2)c1[N+](=O)[O-]	i	-3.9	13%	-23%	14%	-2%	6%	-6%	-0.2%
Clc1cc2nc[nH]c2cc1Cl	i	-0.3	-1%	5%	1%	-1%	5%	13%	1.9%
COc1ccc(/C=C/c2nc(C)c(-c3ccccc3)c(=O)[nH]2)cc1OC	i	0.1	-8%	-8%	2%	-8%	2%	-9%	0.1%
Cc1nn(C)c(C(=O)Nc2cccc(CN3CCOCC3)c2)c1Br	i	-0.8	-7%	-37%	4%	-27%	8%	2%	2.0%
COc1ccc2cc(CNc3ccc(C)cc3)c(=O)n(CC(=O)Nc3cccc(Cl)c3C)c2c1	i	.	1%	-3%	-23%	?	.	21%	0.6%
Cc1noc(C)c1C(=O)OCC(=O)NCc1ccc(Cl)cc1	i	0.3	-5%	-8%	16%	-4%	7%	.	0.3%
CCN1CCN(Cc2ccc(OCc3ccccc3)c(OC)c2)CC1	i	-1.4	5%	-14%	2%	?	5%	11%	-0.1%
Cc1cc([N+](=O)[O-])nn1CCCC(=O)Nc1cc(Cl)ccc1Cl	?	-0.3	7%	-10%	-8%	-6%	3%	-9%	-0.3%
O=C(Cc1ccc(Cl)cc1)Nc1cccnc1	i	-0.6	16%	1%	19%	2%	-5%	.	3.3%
CN(C)C(C)(C)C#CC(O)(c1ccccc1)c1ccccc1	i	1.5	2%	-11%	-2%	.	8%	-18%	0.7%
CCOc1ccc(CCN2C(=S)N([C@@H](CC(C)C)CN3CCCC3CN3C(=S)NC[C@@H]3Cc3ccc(O)cc3)C[C@@H]2Cc2ccc(O)cc2)cc1 (stereo not given in full)	?	-0.8	7.1µM*	13µM*	-10%	?	4%	?	-1.4%
CCOC(=O)N1CCN(C(c2cccc(OC)c2)c2sc3nc(C)nn3c2O)CC1 (stereo not given)	i	-1.0	-4%	-6%	-17%	?	-4%	-10%	0.1%
CCCc1nc2ccc(C)cn2c1Cc1cccc(F)c1	?	-0.3	?	-23%	.	.	6%	-37%	12%
Cc1cc(C)n(-c2ccc3nnc(C)n3n2)n1	i	-3.3	2%	-1%	-2%	-4%	10%	18%	-0.7%
CCOc1ccc(OCC)c(NC(=O)CCCN2C(=O)c3cccnc3C2=O)c1	i	-2.5	-2%	-19%	-7%	1%	-1%	-1%	-0.2%
Cc1ccccc1NC(=O)Cn1c(CCC(=O)O)ccc1-c1cccs1	i	1.6	1%	2%	-4%	1%	8%	2%	-0.5%
